HSF1 activator: increases HSF-1 driven luciferase reporter signal; NIH3T3-HGL HSF-1 luciferase reporter, MG132, 8 h; 100% = twice DMSO control signal; activation, % at 9 µM; 300,000 compounds, 1.7% hits; AID 504408;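 active = mean replicate activation of at least 50% with a set share of replicates each reaching 50%; inconclusive = only one of those two conditions met; inactive = mean below 50% and too few replicates reaching it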;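 also: 0% = median of the neutral control wells and 100% = twice that signal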
PolyA inhibitor: blocks polyadenylation in yeast reporter cells. S. cerevisiae SKY197-pL101 polyadenylation reporter, beta-gal luminescence; efflux-impaired pdr1/pdr3 knockout yeast; score 100 = 6 SD above DMSO. calls only at 12 µM. 300,000 compounds, 0.02% hits. AID 1875;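 active = lowest replicate activity score at least 50, where 100 means six control SD above control mean; inconclusive = lowest score under 50 but half or more replicates reach 50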;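 also: yeast exposed to compound for 9 h at 30 °C; higher score means more reporter readthrough which indicates perturbed polyadenylation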
HSF1 inhib: HSF1 inhibition | NIH3T3-HGL HSE-luciferase, MG132-induced, luminescence 8 h; hits give low values | activity change, negative = inhibition, % at 7.5 µM (by protocol) | 300,000 compounds, 0.77% hits | AID 2098;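 active = more than half of replicate wells show activity change below -50%, luminescence cut by over half; inconclusive = some wells, but at most half, below -50%; inactive = no replicate well below -50%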;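 also: luciferase reports HSF-1 transcriptional activity via heat shock element; 0% = median of DMSO wells and -100% = zero luminescence signal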
AI-2 QS modul: modulators of Vibrio harveyi AI-2 quorum sensing system; activity change, % at 7.5 µM; AID 2094; Vibrio harveyi JMH597 AI-2 luminescence/OD600 ratio, 9 h; hits give low values; strain lacks LuxN and CqsS sensors; 0 = neutral-control median; 300,000 compounds, 0.4% hits; in the data active = activity change below about -75%, passing the limit was not always enough; inconclusive = no clear call, values can overlap the other calls;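 also: luminescence divided by OD600 gain over 9 h not by final OD600 alone; inactives centre near 13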
GSK3B inh: blocks human GSK3beta kinase activity; GST-GSK3beta kinase, ADP-Glo luminescence, 60 min; hits give low values; activity score (negative = inhibition), % at 10 µM; 300,000 compounds, 0.038% hits;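 active = more than half of replicate wells score below -50%, meaning over 50% inhibition versus plate controls; inconclusive = some replicates but at most half score below -50%; inactive = no replicate scores below -50%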;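 also: 0% = median DMSO wells and -100% = median GW8510 positive control wells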
Target sequence (P49841 whole entry, looked up): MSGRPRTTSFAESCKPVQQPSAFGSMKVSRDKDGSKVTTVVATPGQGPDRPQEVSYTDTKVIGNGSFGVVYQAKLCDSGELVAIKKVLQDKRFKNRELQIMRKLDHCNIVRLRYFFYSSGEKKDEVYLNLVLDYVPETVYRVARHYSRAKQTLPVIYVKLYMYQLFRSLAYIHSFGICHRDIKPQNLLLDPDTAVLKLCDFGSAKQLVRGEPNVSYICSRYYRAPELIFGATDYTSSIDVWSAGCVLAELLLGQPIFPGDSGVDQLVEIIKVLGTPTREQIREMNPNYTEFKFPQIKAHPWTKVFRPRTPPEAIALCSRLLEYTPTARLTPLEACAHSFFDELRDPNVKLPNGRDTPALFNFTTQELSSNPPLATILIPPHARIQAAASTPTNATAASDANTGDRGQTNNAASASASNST
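Test system: GST-tagged human GSK3beta kinase, cell-free; evaluation: activity score scaled between in-plate DMSO and GW8510 controls; measured by: ADP-Glo luminescence; incubation: 60 min reaction, RT; benchmarks: DMSO and 20 µM GW8510; reagent: peptide substrate plus 25 µM ATP (final); medium: Tris/MgCl2 kinase buffer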
Dyrk1A ADPGlo: Dyrk1A (rat) kinase inhibition; Q63470; ADP-Glo luminescence, NFATc1 peptide; inhibition, % at 12.5 µM; 310,000 compounds, 0.43% hits; in the data active = inhibition above about 50%;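 also: plate controls were vehicle with enzyme for no effect and no enzyme for full effect; many of its hits are not listed in these tables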
HSP90 inh: inhibitors of HSP90 luciferase refolding in rabbit reticulocyte lysate. inhibition, % at 5.6 µM. 290,000 compounds, 0.91% hits. luciferase refolding luminescence, 3 h;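 active = inhibition above the screen-wide mean plus 3 SD, computed separately per campaign, cut at about 16% in these data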;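 also: 0% = DMSO wells and 100% = 60 µM geldanamycin wells; inhibitors lower the luminescence because luciferase stays unfolded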
HDAC3 inhib: inhibitors of human histone deacetylase 3. O15379. recombinant HDAC3, fluorogenic peptide/trypsin coupled, fluorescence. inhibition, % at 8.3 µM. 320,000 compounds, 0.15% hits; in the data active = inhibition above about 26%, passing the limit was not always enough; inconclusive = no clear call, values can overlap the other calls
Target sequence (O15379 whole entry, looked up): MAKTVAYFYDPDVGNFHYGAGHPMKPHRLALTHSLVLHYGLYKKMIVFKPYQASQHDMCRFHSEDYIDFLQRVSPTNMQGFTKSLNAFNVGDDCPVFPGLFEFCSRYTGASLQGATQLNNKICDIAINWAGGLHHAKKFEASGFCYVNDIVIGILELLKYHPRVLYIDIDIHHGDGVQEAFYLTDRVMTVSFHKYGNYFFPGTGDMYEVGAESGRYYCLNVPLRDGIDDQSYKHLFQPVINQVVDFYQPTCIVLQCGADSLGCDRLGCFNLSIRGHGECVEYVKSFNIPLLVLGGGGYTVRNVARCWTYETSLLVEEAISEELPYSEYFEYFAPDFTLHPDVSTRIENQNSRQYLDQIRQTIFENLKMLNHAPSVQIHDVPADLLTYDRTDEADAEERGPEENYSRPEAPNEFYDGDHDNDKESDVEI
GSK3A inh: blocks human GSK-3 alpha kinase; ADP-Glo luminescence, 60 min; inhibition, % at 10 µM; 320,000 compounds, 0.1% hits; AID 2650;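 in the data active = inhibition above about 50%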;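 also: GST-tagged GSK-3 alpha with peptide substrate and 25 µM ATP; 0% = DMSO neutral wells and 100% = GW8510 positive control wells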
Platelet DG rel: modulates dense granule release in human platelets | inhibition, %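 (compounds screened at 7.5 µM in platelet-rich plasma)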 | human platelet-rich plasma, SFLLRN dense granule ATP release, luminescence | AID 1663 | 300,000 compounds, 0.22% hits;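 active = mean replicate score, as percent of positive control, at or above 50; inconclusive = mean below 50 but at least one replicate at or above 50; inactive = mean and every replicate below 50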
Starred values were filed as active, the others as inactive; i = inactive; ? = inconclusive; / = not tested or not shown. Only part of the results is shown; rates above refer to the full screens.

Start of the listing, in advance:
SMILES	HSF1 activator	PolyA inhibitor	HSF1 inhib	AI-2 QS modul	GSK3B inh	Dyrk1A ADPGlo	HSP90 inh	HDAC3 inhib	GSK3A inh	Platelet DG rel
COc1ccc(/C=C(\C#N)c2nc3ccc(C)cc3[nH]2)cc1Oc1ccc(C(F)(F)F)cc1[N+](=O)[O-]	36	i	13	20	-1	0	4	3	-1	-1
Cc1ccc(C)c(NC(=O)CN(C)C(=O)c2sccc2C)c1	2	i	1	16	0	16	/	0	1	6

Main list, repeating the preview:
SMILES	HSF1 activator	PolyA inhibitor	HSF1 inhib	AI-2 QS modul	GSK3B inh	Dyrk1A ADPGlo	HSP90 inh	HDAC3 inhib	GSK3A inh	Platelet DG rel
COc1ccc(/C=C(\C#N)c2nc3ccc(C)cc3[nH]2)cc1Oc1ccc(C(F)(F)F)cc1[N+](=O)[O-]	36	i	13	20	-1	0	4	3	-1	-1
Cc1ccc(C)c(NC(=O)CN(C)C(=O)c2sccc2C)c1	2	i	1	16	0	16	/	0	1	6
COc1ccc(N2CCN(C(c3ccc4ncccc4c3)c3nnnn3C(C)C)CC2)cc1 (stereo not given)	-5	i	-2	7	-1	13	-2	2	-1	8
O=C1CC(c2ccsc2)c2ccc3ccccc3c2N1 (stereo not given)	22	i	17	-11	1	16	6	12	0	-1
O=S(=O)(c1cccs1)N1CCC2(CC1)OCCO2	-5	i	-5	21	-1	-4	-2	-8	1	-4
COc1cc(NC(=O)c2ccc3c(c2)OCO3)ccc1NC(=O)c1cccs1	-5	i	7	26	4	-6	2	-4	1	-6
CCOc1cc(C)c(S(=O)(=O)NC2CC(C)(C)NC(C)(C)C2)cc1C	-4	i	6	11	2	-10	1	-6	5	1
O=C(CNC(=S)N(Cc1ccccc1)Cc1cccs1)NCc1ccc(F)cc1	7	i	3	11	5	/	4	/	/	5
Cc1ccc(O)c(NC(=O)C2CCCN2C(=O)OCc2ccccc2)c1 (stereo not given)	-3	i	-5	37	1	4	-7	3	-1	1
COc1ccccc1/C=C/CN1CCN(Cc2ccc(F)cc2)C(CCO)C1 (stereo not given)	19	i	3	27	-3	-1	-1	1	0	14
c1ccc(C2(Cn3ccc4ccccc43)OCCO2)cc1	17	/	-3	-2	3	6	4	4	-2	-8
COc1ccc(/C=C/c2c([N+](=O)[O-])c(=O)n(C)c(=O)n2C)cc1	28	i	8	-2	-2	/	-2	-3	-1	-3
COc1ccccc1-n1ccnc(SCC(=O)NCc2ccccc2)c1=O	-66	i	-55*	19	2	-1	/	/	/	-8
COC(=O)C1=CN(c2ccc(OC)cc2)C=C(C(=O)OC)C1c1cc(OC)c(OC)cc1OC	-2	i	-1	32	2	2	-1	-1	-1	2
COc1ccccc1CNS(=O)(=O)c1cc2c3c(c1)C(C)C(=O)N3CCC2 (stereo not given)	15	i	-8	10	-2	-2	-3	?	1	22
CC(C)CCN1CC(C(=O)NCCC2=CCCCC2)CC1=O (stereo not given)	8	i	3	35	3	5	0	0	15	-1
CCc1ccc(-c2ccc(SCC(=O)Nc3nnc(C)s3)nn2)cc1	35	i	12	29	0	/	0	6	-3	-3
Cc1ccc(C)c(N2CCN(C(=O)c3cccn4c(=O)c5sccc5nc34)CC2)c1	/	i	/	2	3	-4	0	0	-2	-8
COc1ccccc1N1CCN(C(=O)C2CCN(C(=O)c3cccc(Cl)c3)CC2)CC1	-1	i	-8	22	-2	-9	9	-7	3	-7
CCCCOc1ccc(C2=NNC(=O)CC2)cc1	14	i	3	-17	1	0	-1	4	-14	16
CCOC(=O)C1=C(C)NC(C)=C(C(=O)OC)C1c1cccc(Cl)c1Cl (stereo not given)	-3	i	-2	16	-2	10	2	0	-2	-1
O=C(/C=C/c1ccc(F)cc1)NCCCN1CCN(CCCNC(=O)/C=C/c2ccc(F)cc2)CC1	3	i	-5	14	0	-3	2	4	1	6
Cc1ccccc1CS(=O)(=O)Cc1ccc(C(=O)N2CCOCC2)o1	-13	i	-11	9	-1	-2	0	/	/	21
CC1CN(C(=O)CN2C(=O)c3ccccc3S2(=O)=O)CC(C)O1 (stereo not given)	6	i	-3	-10	-4	-8	-2	0	3	0
C[C@H]1CC[C@H]2C(=O)N3[C@H](c4cccc(N5CCCC5=O)c4)[C@@H](C)CC[C@H]3C(=O)N2[C@@H]1c1cccc(N2CCCC2=O)c1	-11	i	-1	4	0	/	-2	6	-1	-2
Cc1nc2ccc(NC(=O)c3ccc([N+](=O)[O-])cc3)cc2[nH]1	19	i	7	18	3	14	-4	-2	-1	5
COc1ccc(CN2C(=O)CCC2(C)C(=O)NC2CCCCC2)c(OC)c1 (stereo not given)	-14	i	-2	46	-3	-4	-5	-2	0	-4
Cc1ccc(C#N)c(SCc2nnc(-c3ccc(Cl)cc3)o2)n1	-86	i	-84*	20	0	-12	24*	-8	-2	-7
CC(=O)N1c2ccc(S(=O)(=O)NCC3CCC(C(=O)N4CCCC(C)C4)CC3)cc2CC1C (stereo not given)	-12	i	-3	4	-2	3	-4	6	2	2
CSc1ccc(CCNC(=O)CN2C(=O)CCSc3ccccc32)cc1	-2	i	0	20	2	4	-4	1	-1	1
CC(C)(C)c1cc(C(=O)O)n[nH]1	8	i	-8	22	4	-3	6	-3	0	8
O=C1CCN(C(=O)CSc2ccc(Cl)cc2)N1	7	i	-2	-33	-1	-5	5	-6	/	-5
O=C(N/N=C/c1ccoc1)c1cc(O)cc(O)c1	10	i	-3	25	-1	0	2	/	3	-2
COc1cc(C(=O)N(Cc2ccc(N(C)C)cc2)C2CCS(=O)(=O)C2)cc(OC)c1OC (stereo not given)	-7	/	-3	-1	-2	-5	-1	0	-1	0
Cc1ccc(C(=O)N2CCC(C(N)=O)CC2)cc1C	4	i	1	14	0	-9	2	1	-1	4
COc1cc(C)nc(N2CCCC(C(=O)NC3CCC(C)CC3)C2)n1 (stereo not given)	22	i	3	36	-1	/	/	-4	0	-7
O=C(CN(Cc1ccccc1)S(=O)(=O)c1cccc(C(F)(F)F)c1)NC1CCCCC1	22	i	14	25	3	-1	1	-2	1	-9
Cc1cnc(C(=O)Oc2c(C)ccc(C)c2C)cn1	3	i	1	36	4	28	-2	8	1	-2
COc1ccc2c(c1)CCc1cn3nc(C)cc3nc1-2	-16	i	0	3	-2	81*	1	-15	/	-3
Cc1cc(N(C)/N=C/c2ccccc2)nc(-c2ccccc2O)n1	0	i	1	15	-1	-1	4	-1	-2	2
O=C(COC(=O)c1cccc(OC(F)F)c1)NC1CCCC1	4	i	-3	13	4	-3	-3	7	0	19
CC1c2ccsc2CCN1S(=O)(=O)c1ccccc1 (stereo not given)	7	i	7	-8	-1	-4	8	1	-1	-10
Cc1cc(N2CCOCC2)nc2ccc(NC(=S)N3CCCCC3C)cc12 (stereo not given)	3	i	9	2	1	6	-1	-3	-4	3
c1cnc(N2CCN(c3cnccn3)CC2)nc1	10	i	2	4	1	/	5	-6	-1	-14
Cc1nnc(SCC(=O)N(Cc2ccccc2)C(C)(C)C)[nH]c1=O	-6	i	-14	29	-1	-9	4	-3	-1	-1

Arranged by number of heavy atoms (rising): eleven of the compounds above
SMILES	HSF1 activator	PolyA inhibitor	HSF1 inhib	AI-2 QS modul	GSK3B inh	Dyrk1A ADPGlo	HSP90 inh	HDAC3 inhib	GSK3A inh	Platelet DG rel
CC(C)(C)c1cc(C(=O)O)n[nH]1	8	i	-8	22	4	-3	6	-3	0	8
O=C1CCN(C(=O)CSc2ccc(Cl)cc2)N1	7	i	-2	-33	-1	-5	5	-6	/	-5
c1cnc(N2CCN(c3cnccn3)CC2)nc1	10	i	2	4	1	/	5	-6	-1	-14
CC1c2ccsc2CCN1S(=O)(=O)c1ccccc1 (stereo not given)	7	i	7	-8	-1	-4	8	1	-1	-10
COc1ccc2c(c1)CCc1cn3nc(C)cc3nc1-2	-16	i	0	3	-2	81*	1	-15	/	-3
O=C(COC(=O)c1cccc(OC(F)F)c1)NC1CCCC1	4	i	-3	13	4	-3	-3	7	0	19
Cc1nnc(SCC(=O)N(Cc2ccccc2)C(C)(C)C)[nH]c1=O	-6	i	-14	29	-1	-9	4	-3	-1	-1
COc1cc(C)nc(N2CCCC(C(=O)NC3CCC(C)CC3)C2)n1 (stereo not given)	22	i	3	36	-1	/	/	-4	0	-7
Cc1cc(N2CCOCC2)nc2ccc(NC(=S)N3CCCCC3C)cc12 (stereo not given)	3	i	9	2	1	6	-1	-3	-4	3
O=C(CN(Cc1ccccc1)S(=O)(=O)c1cccc(C(F)(F)F)c1)NC1CCCCC1	22	i	14	25	3	-1	1	-2	1	-9
COc1cc(C(=O)N(Cc2ccc(N(C)C)cc2)C2CCS(=O)(=O)C2)cc(OC)c1OC (stereo not given)	-7	/	-3	-1	-2	-5	-1	0	-1	0

Carrying on:
SMILES	HSF1 activator	PolyA inhibitor	HSF1 inhib	AI-2 QS modul	GSK3B inh	Dyrk1A ADPGlo	HSP90 inh	HDAC3 inhib	GSK3A inh	Platelet DG rel
Nc1nc(SCC(=O)N2CCCCC2)[nH]c(=O)c1NC(=O)c1ccccc1F	-30	i	-17	14	2	-3	3	4	0	36
O=C(NNC(=O)c1ccco1)c1ccc(NS(=O)(=O)c2cccs2)cc1	-13	i	1	/	/	16	/	1	-1	-4
CC(=O)C12CCCCC1CC1C3CC(C)C4(O)CC(=O)CCC4(C)C3CCC12C (stereo not given)	-4	i	2	10	1	0	1	4	9	0
COc1ccc(OC)c(CNC(=O)CCCn2ccc3cc(S(=O)(=O)N4CCCC4)ccc32)c1	-4	i	7	28	1	-2	-2	-4	0	8
Cc1cc(C)cc(NC(=S)NC2CC3CCC(C2)N3Cc2ccco2)c1 (stereo not given)	-6	i	-1	15	0	/	-2	8	-2	2
Cc1cc(C)n(Cc2ccc(C(=O)Nc3cccc(Br)c3)o2)n1	4	i	12	23	-1	4	-7	2	-2	8
CC(OC(=O)CCCN=C1NS(=O)(=O)c2ccccc21)C(=O)NC1CCCCC1C (stereo not given)	-12	i	-6	10	6	/	-7	-2	17	13
O=C(CSc1ncc(C(=O)O)n1-c1ccc(F)cc1)NCc1ccc2c(c1)OCO2	-14	i	2	6	1	3	-4	3	-2	-3

High-throughput results deposited in PubChem by several laboratories.
